12-LOX inh = blocks human arachidonate 12S-lipoxygenase; P18054; 580,000 compounds, 1.1% hits; Potency, µM (doses to about 108 µM), without a hit: at the top dose activity change, negative = inhibition, hits mostly inhibitors; AID 1671190; purified 12hLO, xylenol orange hydroperoxide absorbance; note: potency is the fitted concentration of half-maximal effect; % is set by controls: 0 for no effect and ±100 for the full control effect
Target sequence (P18054 whole entry, looked up): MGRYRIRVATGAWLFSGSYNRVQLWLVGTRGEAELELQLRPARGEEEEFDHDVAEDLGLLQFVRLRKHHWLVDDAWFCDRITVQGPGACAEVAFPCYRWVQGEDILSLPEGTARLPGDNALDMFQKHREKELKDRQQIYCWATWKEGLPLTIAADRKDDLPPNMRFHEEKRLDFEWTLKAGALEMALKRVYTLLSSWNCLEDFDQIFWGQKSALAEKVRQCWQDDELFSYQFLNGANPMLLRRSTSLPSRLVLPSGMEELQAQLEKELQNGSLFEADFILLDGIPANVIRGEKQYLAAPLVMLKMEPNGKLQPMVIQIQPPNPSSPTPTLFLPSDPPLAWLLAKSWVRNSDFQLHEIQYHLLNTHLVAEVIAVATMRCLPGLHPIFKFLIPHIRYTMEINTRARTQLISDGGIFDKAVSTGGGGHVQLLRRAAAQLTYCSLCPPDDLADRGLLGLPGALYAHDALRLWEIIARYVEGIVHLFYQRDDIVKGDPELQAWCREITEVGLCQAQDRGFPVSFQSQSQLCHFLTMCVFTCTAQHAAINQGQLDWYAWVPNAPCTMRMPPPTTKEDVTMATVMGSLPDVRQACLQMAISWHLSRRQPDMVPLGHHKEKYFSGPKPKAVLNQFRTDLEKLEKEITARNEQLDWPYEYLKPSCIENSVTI
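Hydroperoxide product was detected by ferrous iron/xylenol orange as the 573 to 405 nm absorbance ratio. Arachidonic acid at 40 uM (final) was turned over for 30 min at room temperature by 150 nM human 12hLO, pH 7.0 Hepes buffer, after 15 min compound preincubation.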
D2 ag = agonists of human D2 dopamine receptor. activation, % at 2 µM. 340,000 compounds, 0.53% hits. HEK293 T-REx D2 cells, calcium flux agonist mode. AID 485358. P14416;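 active = activation over 3 SD above normal in the single-dose calcium agonist read, cut at about 30% in these data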; note: 0% is about no effect
Target sequence (P14416 whole entry, looked up): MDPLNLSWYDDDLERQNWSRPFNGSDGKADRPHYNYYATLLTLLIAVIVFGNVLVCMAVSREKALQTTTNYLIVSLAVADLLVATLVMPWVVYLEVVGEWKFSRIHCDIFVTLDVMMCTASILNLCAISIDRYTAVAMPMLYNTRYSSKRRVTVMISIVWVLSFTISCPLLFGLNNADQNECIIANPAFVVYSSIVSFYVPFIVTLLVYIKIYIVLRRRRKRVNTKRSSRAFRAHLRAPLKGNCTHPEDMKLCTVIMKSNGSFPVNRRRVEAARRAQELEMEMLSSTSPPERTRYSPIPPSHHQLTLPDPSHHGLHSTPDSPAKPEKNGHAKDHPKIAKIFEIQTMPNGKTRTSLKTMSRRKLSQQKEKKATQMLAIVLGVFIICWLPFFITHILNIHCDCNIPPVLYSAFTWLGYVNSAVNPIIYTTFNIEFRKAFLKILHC
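Tetracycline-induced HEK293 Trex cells with D2 receptor force-coupled to calcium signaling, plated overnight at 30 C and loaded with no-wash calcium dye. Calcium flux read kinetically for 180 s after compound addition; responses flag agonists.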
Vif-APOBEC3F blk = inhibitors of Vif-A3F interaction. Potency, µM (series often up to 46.1 µM), inactives show at the highest dose activity, negative = active. AID 602313. 390,000 compounds, 0.2% hits. HeLa A3F-eYFP + Vif (tagged APOBEC3F with the HIV-1 protein that degrades it), YFP fluorescence increase; note: potency is the fitted concentration of half-maximal effect; % of control where 0% means no effect; nearly all actives have a fitted effect of over 65% in size
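Fluorescence increase (Ex 488/Em 500-530) after overnight compound treatment at 37 deg C flags inhibition of Vif-driven A3F-eYFP loss in stable HeLa A3F-eYFP/Vif cells seeded overnight beforehand.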
Glioma ERSR ind = inducers of ER stress response in human glioma cells. U87-MG GRP78 promoter luciferase reporter, 16 h. 420,000 compounds, 0.02% hits. Potency, µM, inactives show at the highest dose activation, usual class: activators; note: potency is the fitted concentration of half-maximal effect; series mostly up to about 76 µM; % of control where 0% means no effect; nearly all actives have a fitted effect of over 35% in size
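Stably transfected U87-MG human glioma cells carrying a GRP78-based luminescent sensor were seeded at 1000 cells/well, pin-dosed with compounds and incubated 16 h. Luciferase reagent was then added, and end-point luminescence was read after 10 min at room temperature.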
ERG-DNA inh = inhibitors of human ERG Ets domain-DNA interaction; fluorescence polarization, His-ERG Ets domain / labelled DNA; 370,000 compounds, 0.028% hits; AID 624246; P11308; Potency, µM (titrated, usually from 76.9 µM), without a hit: at the highest dose FP activity, negative = inhibition, actives largely listed as inhibitors; active = well fitted inhibition curve with a large enough effect in the polarisation, with a control signal flat; inconclusive = small, poorly fitted or top-dose-only effect, or effect the other way, or a change in a side signal; inactive = no such curve, though single readings can be large or run the other way; the % refers to the polarisation;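 note: polarization taken with two DNA probes labelled with fluorescein and Texas red; potency is the fitted concentration of half-maximal effect; % of control where 0% means no effect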
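His-tagged ERG Ets domain (1 uM in the protein solution; 300mM KCl, 50mM Tris-HCl, 1mM EDTA, 1mM DTT, pH 7.5) received compound, then a probe mix of 5 nM fluorescein-DNA and 100nM Texas-615-DNA. Fluorescence polarization was read for both dyes.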
D2 antagonist = antagonists of human D2 dopamine receptor; P14416; HEK293 TREx D2 cells, calcium flux, dopamine EC80; inhibition, % at 10 µM; 340,000 compounds, 2% hits; AID 485344; in the data active = inhibition above about 30%; note: 0% is about no effect
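Dopamine at EC80 is the agonist stimulus; test compounds precede it by 180 s. Calcium flux read kinetically in a force-coupled, inducible HEK293 T-REx D2 cell line.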
LDHA block = inhibitors of human lactate dehydrogenase A | P00338 | activity change, % (values are at about 110 or 230 µM) | 480,000 compounds, 0.15% hits | purified LDHA, NADH/diaphorase-resazurin fluorescence; active compounds read low; in the data active = activity change below about -30%; inconclusive = mostly about -25% to -30%;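 note: plate controls were DMSO wells for no effect and wells without enzyme for full effect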
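Enzyme activity of human lactate dehydrogenase 5 (2 nM; 0.06 mM NADH, 0.2 mM pyruvate, 5 min, RT) is measured via a resazurin/diaphorase fluorescence readout of residual NADH.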
Vif-A3G inh = blocks the Vif interaction with human APOBEC3G; HeLa A3G-eYFP + Vif (tagged APOBEC3G with the HIV-1 protein that degrades it), YFP fluorescence, overnight; Q9HC16; Potency, µM (titrated, usually from 46.1 µM), for inactives: at the top dose activity, negative = active, actives largely listed as inhibitors; AID 602310; 410,000 compounds, 0.076% hits;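 note: potency is the fitted concentration of half-maximal effect; % is set by controls: 0 for no effect and ±100 for the full control effect; nearly all actives have a fitted effect of over 60% in size; hits raise eYFP signal because A3G escapes Vif-driven loss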
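Read-out is eYFP fluorescence (Ex 488/Em 500-530) from Vif-expressing HeLa A3G-eYFP cells; more signal means A3G escaped Vif-mediated degradation. Cells plated overnight, compound pinned in, incubated overnight at 37 deg C.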
RGS4 inhibitor = blocks human RGS4-accelerated GTP hydrolysis | P49798 | Transcreener GDP fluorescence polarization, RGS4-accelerated GTP hydrolysis | Potency, µM (series often up to 114 µM), inactives show at the top dose activity change, negative = inhibition, most hits filed as inhibitors | 390,000 compounds, 0.039% hits | AID 504845; note: potency is the fitted concentration of half-maximal effect; % is set by controls: 0 for no effect and ±100 for the full control effect; nearly all actives have a fitted effect of over 75% in size; some results filed as inactive show a strong effect at the top dose
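MLSMR compounds (23 nl, pin-transferred) preincubated 10 min at room temperature with a 500nM (2x) first reagent, then RGS4 at 900nM (2x) plus Transcreener GDP mix added; fluorescence polarization (620/688 nm) read before and after 90 min at 30 °C.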
* = called active by the depositor; u = inconclusive; x = no result given; & = joins results of further samples; [ ] = remark or other dose. Unless noted, calls come from the whole dose curve; as a rule, active = well fitted curve in the direction sought with a large enough effect; inconclusive = small, poorly fitted or top-dose-only effect, or another doubt; inactive = no such curve, though single readings can be large; an effect the other way counts as inactive or inconclusive. This is a subset, so the mix of outcomes need not match the whole.

entry | mol | 12-LOX inh | D2 ag | Vif-APOBEC3F blk | Glioma ERSR ind | ERG-DNA inh | D2 antagonist | LDHA block | Vif-A3G inh | RGS4 inhibitor
1 | Nc1cccnc1Oc1ccc(F)cc1F | u | -0.4 | 2.2% | -2.6% | -5.5% | -10.9 | -9.6 | 5.5% | 2.0%
2 | COC(=O)c1cc(Br)c(=O)n(CCC2=CCCCC2)c1 | 303.7%[activator] | -0.1 | 2.0% | -5.2% | -1.9% | -0.3 | 0.3 | -4.6% | -13.8%
3 | Cc1cc(NC(=O)CSc2nc3ccccc3c(=O)n2Cc2ccc(F)cc2)no1 | 0.0% | 9.2 | -12.3% | -3.4% | 2.2% | 7.2 | -12.5 | -6.5% | 7.8%
4 | Cc1cccc(NC(=O)Cc2ccc(-n3c(C)nc4cccnc43)cc2)c1C | 0.0% | -0.4 | 0.2% | -2.6% | -10.4% | x | -3.5 | 0.9% | -10.2%
5 | COc1ccc(C2C3=C(CCCC3=O)Nc3nc(-c4cc(OC)c(OC)c(OC)c4)nn32)cc1OC (stereo not given) | -6.6% | 1.1 | 3.0% | 1.6% | -7.0% | 22.8 | 4.3 | 0.4% | 25.3%
6 | CSc1ccc(CCNS(=O)(=O)c2c(C)[nH]c(C)c2C(=O)N2CCCCC2)cc1 | -1.8% | -2.0 | -3.9% | -1.1% | 10.7% | -6.1 | 0.0 | -5.0% | 7.1%[11.4 µM]
7 | O=C(CSc1nc2ccccc2c(=O)n1-c1ccc(F)c(Cl)c1)Nc1ccc2c(c1)CCC2 | 0.2% | x | x | 1.3% | x | x | -5.7 | -1.2% | x
8 | C/C(=N\NC(=O)CNC(=O)C(c1ccccc1)c1ccccc1)c1ccccc1 | u | 0.7 | -21.3% | -1.9% | -1.1% | 0.4 | -8.1 | 0.4% | -9.5%
9 | O=C(CSc1nc(-c2ccccc2)c(-c2ccccc2)o1)NC1CCS(=O)(=O)C1 (stereo not given) | 10.3% | -1.0 | 10.9% | -2.1% | 6.9% | -2.4 | -0.7 | -1.0% | -14.6%
10 | CN(C(=O)c1ccccc1C(=O)OCC(=O)Nc1ccc(OC(F)F)cc1)c1ccccc1 | 6.6% | 1.9 | -1.2% | -2.9% | 18.8% | -4.2 | 1.5 | -1.5% | -9.9%
11 | CCOC(=O)N1CCC(NC(=O)C(C)n2c3ccccc3c3cnn(C)c(=O)c32)CC1 (stereo not given) | 0.0% | -0.6 | x | -5.3% | -1.1% | 3.2 | -0.9 | 1.5% | 11.3%
12 | COc1cc(Nc2ccn3nccc3n2)cc(OC)c1OC | -29.0% | x | x | -1.0% | x | x | -4.0 | -5.5% | x
13 | CCN1CCN(Cc2ccc(NC(=O)Nc3ccccc3OC)cc2)CC1 | -20.7% | 1.5 | -18.3% | 3.6% | 10.5% | 17.6 | -11.2 | -0.7% | 27.1%
14 | COc1ccc(N(C(=O)c2cnccn2)C(C(=O)NCc2ccccc2)c2ccc(O)cc2)cc1 (stereo not given) | u | 0.8 | -7.7% | -0.3% | -1.2% | -14.3 | 0.6 | -5.3% | 22.2%
15 | C/C(=N\N=C(c1ccccc1)c1ccccc1)c1ccco1 | x | 0.3 | 7.9% | -0.1% | -7.5% | 5.7 | -6.2 | -0.6% | -3.8%

A second format for 12 compounds above.
Below each compound: 12-LOX inh, D2 ag, Vif-APOBEC3F blk, Glioma ERSR ind, ERG-DNA inh, D2 antagonist, LDHA block, Vif-A3G inh, RGS4 inhibitor
(1) Nc1cccnc1Oc1ccc(F)cc1F
→ u, -0.4, 2.2%, -2.6%, -5.5%, -10.9, -9.6, 5.5%, 2.0%
(2) COC(=O)c1cc(Br)c(=O)n(CCC2=CCCCC2)c1
→ 303.7%[activator], -0.1, 2.0%, -5.2%, -1.9%, -0.3, 0.3, -4.6%, -13.8%
(3) Cc1cc(NC(=O)CSc2nc3ccccc3c(=O)n2Cc2ccc(F)cc2)no1
→ 0.0%, 9.2, -12.3%, -3.4%, 2.2%, 7.2, -12.5, -6.5%, 7.8%
(4) Cc1cccc(NC(=O)Cc2ccc(-n3c(C)nc4cccnc43)cc2)c1C
→ 0.0%, -0.4, 0.2%, -2.6%, -10.4%, x, -3.5, 0.9%, -10.2%
(5) COc1ccc(C2C3=C(CCCC3=O)Nc3nc(-c4cc(OC)c(OC)c(OC)c4)nn32)cc1OC (stereo not given)
→ -6.6%, 1.1, 3.0%, 1.6%, -7.0%, 22.8, 4.3, 0.4%, 25.3%
(6) CSc1ccc(CCNS(=O)(=O)c2c(C)[nH]c(C)c2C(=O)N2CCCCC2)cc1
→ -1.8%, -2.0, -3.9%, -1.1%, 10.7%, -6.1, 0.0, -5.0%, 7.1%[11.4 µM]
(7) O=C(CSc1nc2ccccc2c(=O)n1-c1ccc(F)c(Cl)c1)Nc1ccc2c(c1)CCC2
→ 0.2%, x, x, 1.3%, x, x, -5.7, -1.2%, x
(8) C/C(=N\NC(=O)CNC(=O)C(c1ccccc1)c1ccccc1)c1ccccc1
→ u, 0.7, -21.3%, -1.9%, -1.1%, 0.4, -8.1, 0.4%, -9.5%
(9) O=C(CSc1nc(-c2ccccc2)c(-c2ccccc2)o1)NC1CCS(=O)(=O)C1 (stereo not given)
→ 10.3%, -1.0, 10.9%, -2.1%, 6.9%, -2.4, -0.7, -1.0%, -14.6%
(10) CN(C(=O)c1ccccc1C(=O)OCC(=O)Nc1ccc(OC(F)F)cc1)c1ccccc1
→ 6.6%, 1.9, -1.2%, -2.9%, 18.8%, -4.2, 1.5, -1.5%, -9.9%
(11) CCOC(=O)N1CCC(NC(=O)C(C)n2c3ccccc3c3cnn(C)c(=O)c32)CC1 (stereo not given)
→ 0.0%, -0.6, x, -5.3%, -1.1%, 3.2, -0.9, 1.5%, 11.3%
(12) COc1cc(Nc2ccn3nccc3n2)cc(OC)c1OC
→ -29.0%, x, x, -1.0%, x, x, -4.0, -5.5%, x

The main list resumes, repeating the 2 entries before the break.
entry | mol | 12-LOX inh | D2 ag | Vif-APOBEC3F blk | Glioma ERSR ind | ERG-DNA inh | D2 antagonist | LDHA block | Vif-A3G inh | RGS4 inhibitor
14 | COc1ccc(N(C(=O)c2cnccn2)C(C(=O)NCc2ccccc2)c2ccc(O)cc2)cc1 (stereo not given) | u | 0.8 | -7.7% | -0.3% | -1.2% | -14.3 | 0.6 | -5.3% | 22.2%
15 | C/C(=N\N=C(c1ccccc1)c1ccccc1)c1ccco1 | x | 0.3 | 7.9% | -0.1% | -7.5% | 5.7 | -6.2 | -0.6% | -3.8%
16 | Cc1ccc(CN(C(=O)c2cccs2)C2CCS(=O)(=O)C2)cc1 (stereo not given) | 77.9%[activator] | 0.0 | -2.8% | -0.4% | -2.7% | 1.3 | -1.2 | 1.1% | -39.2%
17 | Cn1cnc(S(=O)(=O)Nc2ccc(C(F)(F)F)cc2)c1 | 0.0% | x | -5.8% | -2.5% | 0.6% | x | -10.2 | -0.4% | -47.8%
18 | Cc1cccc(-n2ncc3c(=O)[nH]c(SCC(=O)NCCC4=CCCCC4)nc32)c1 | u | x | 0.0% | -3.5% | 2.9% | x | -0.1 | -14.1% | -0.9%
19 | COc1cc(CN2CCCC(C)C2)cc([N+](=O)[O-])c1O (stereo not given) | 6.3% | 0.8 | -0.9% | -3.3% | -1.5% | -1.7 | 23.7 | -1.2% | 7.2%
20 | Cc1nc(C(C)NC(=O)c2ccc(OC3CCN(Cc4ccccn4)CC3)cc2)c(C)s1 (stereo not given) | -2.5% | 0.1 | 4.0% | -4.7% | -2.2% | -5.6 | 2.2 | 3.1% | 10.5%[56.9 µM]
21 | COc1ccc(/C(C)=N\NS(C)(=O)=O)c(OC)c1 | 6.8% | x | 11.6% | -1.3% | -4.3% | x | 2.7 | -0.1% | -16.5%
22 | O=C(NNS(=O)(=O)c1ccc(F)cc1)c1cc(Cl)ccc1O | 30.8%[activator] | -1.5 | -9.2% | -2.1% | 6.5% | -13.9 | 4.5 | -5.1% | 10.2%
23 | COc1cc(NC(=O)c2nnn(Cc3ccc(SC)cc3)c2N)cc(OC)c1 | 497.6%[activator] | 1.2 | 1.7% | 0.2% | -0.5% | -16.8 | -2.0 | 1.5% | -13.7%
24 | Cc1ccc(S(=O)(=O)NCC2CCC(C(=O)N3CCN(C)CC3)CC2)cc1 (stereo not given) | -2.1% | 0.0 | 5.0% | -3.1% | 6.4% | -5.4 | -3.7 | -4.6% | 14.5%
25 | Cc1ccc(NC(=O)c2cc(-c3ccco3)on2)cc1 | -4.7% | 0.6 | 0.9% | 4.6% | -6.8% | 13.3 | -5.6 | -0.4% | 9.3%
26 | O=C(NNC(=O)c1ccc(Cl)cc1Cl)c1cnccn1 | 191.5%[activator] | 0.1 | -7.5% | -0.1% | -6.1% | -0.1 | 1.0 | -6.9% | 0.9%
27 | O=C(O)CCc1ccc(NCc2cccc(Oc3ccccc3)c2)cc1 | u | x | -0.1% | 4.9%&-1.8% | x | x | 4.3 | -3.4% | -22.1%

Bioassay records: PubChem, National Center for Advancing Translational Sciences (NCATS)
